# BLM inh: Bloom syndrome helicase (human) inhibition; P54132; recombinant BLM DNA unwinding, fluorescence dequenching; Potency, µM (series often up to 56.1 µM), for the others: at the top dose activity change, negative = inhibition, hits mostly inhibitors; hit rate 0.2% among 350,000;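 further: potency means the concentration at half of the fitted maximal effect; plate controls were vehicle for no effect and no enzyme for full effect; nearly all actives have a fitted effect of over 35% in size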
# LDHA inh: LDHA (human) enzyme inhibition; AID 1347041; hit rate 0.15% among 480,000; purified LDHA, NADH/diaphorase-resazurin fluorescence; stronger effect = lower value; activity change, % (values are at about 110 or 230 µM); in the data active means activity change below about -30%; inconclusive means mostly about -25% to -30%;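 further: plate controls were DMSO wells for no effect and wells without enzyme for full effect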
#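 Resorufin fluorescence (ex540/em590), read at 0 and 20 min after diaphorase/resazurin addition, reports the NADH left after a 5 min room-temperature reaction of 2 nM human LDH5 with 0.06 mM NADH and 0.2 mM pyruvate.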
# APE1 inh: blocks human APE1 abasic DNA cleavage; P27695; recombinant APE1, TAMRA/BHQ-2 abasic DNA cleavage fluorescence; Potency, µM (highest dose often 65.8 µM), for inactives: at the top dose activity change, negative = inhibition, hits mostly inhibitors; hit rate 0.35% among 350,000; AID 2517;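 further: potency means the concentration at half of the fitted maximal effect; plate controls were vehicle for no effect and reference inhibitor for full effect; nearly all actives have a fitted effect of over 55% in size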
#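 0.75 nM APE1 + cpd, 15 min RT; start w/ 50 nM TAMRA/BHQ-2 THF-abasic dsDNA; kinetic fluor 525/598 nm ×3 reads @60 s; Δ(read3−read1); normalized to DMSO and NSC13755 control wells.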
# Pol beta inh: inhibitors of human DNA polymerase beta; P06746; Pol beta primer extension/strand displacement, fluorescence kinetic; Potency, µM (highest dose often 114 µM), without a hit: at the highest dose activity change, negative = inhibition, actives largely listed as inhibitors; hit rate 1.3% among 340,000; further: potency means the concentration at half of the fitted maximal effect; on the % scale 0 is the no-effect control and ±100 the full control effect
#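 Curves were derived by four-parameter Hill fits of normalized qHTS data. The kinetic fluorescent primer-extension read was taken at 0 and 10 min after 50 nM substrate, following a 15 min room-temperature preincubation of 10 nM enzyme with compounds.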
# Pol eta inh: DNA polymerase eta (human) inhibition | Q9Y253 | recombinant Pol eta, fluorescent DNA replication assay | Potency, µM (titrated, usually from 114 µM), for the others: at the highest dose activity change, negative = inhibition, usual class: inhibitors | hit rate 1.2% among 390,000 | AID 588591; further: potency means the concentration at half of the fitted maximal effect; on the % scale 0 is the no-effect control and ±100 the full control effect
#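 Pol eta (10 nM) was preincubated with compounds for 15 min at room temperature, after which fluorescent replication substrate (50 nM final) was added to start the reaction. Fluorescence was read kinetically at 0 and 10 min.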
# Pol kappa inh: inhibitors of human DNA polymerase kappa; Q9UBT6; purified Pol kappa, fluorescent DNA synthesis assay, 10 min; Potency, µM (doses to about 107 µM), for the others: at the top dose activity, negative = inhibition, usual class: inhibitors; hit rate 0.53% among 400,000; AID 588579; further: potency means the concentration at half of the fitted maximal effect; on the % scale 0 is the no-effect control and ±100 the full control effect
# Target sequence (Q9UBT6 whole entry, looked up): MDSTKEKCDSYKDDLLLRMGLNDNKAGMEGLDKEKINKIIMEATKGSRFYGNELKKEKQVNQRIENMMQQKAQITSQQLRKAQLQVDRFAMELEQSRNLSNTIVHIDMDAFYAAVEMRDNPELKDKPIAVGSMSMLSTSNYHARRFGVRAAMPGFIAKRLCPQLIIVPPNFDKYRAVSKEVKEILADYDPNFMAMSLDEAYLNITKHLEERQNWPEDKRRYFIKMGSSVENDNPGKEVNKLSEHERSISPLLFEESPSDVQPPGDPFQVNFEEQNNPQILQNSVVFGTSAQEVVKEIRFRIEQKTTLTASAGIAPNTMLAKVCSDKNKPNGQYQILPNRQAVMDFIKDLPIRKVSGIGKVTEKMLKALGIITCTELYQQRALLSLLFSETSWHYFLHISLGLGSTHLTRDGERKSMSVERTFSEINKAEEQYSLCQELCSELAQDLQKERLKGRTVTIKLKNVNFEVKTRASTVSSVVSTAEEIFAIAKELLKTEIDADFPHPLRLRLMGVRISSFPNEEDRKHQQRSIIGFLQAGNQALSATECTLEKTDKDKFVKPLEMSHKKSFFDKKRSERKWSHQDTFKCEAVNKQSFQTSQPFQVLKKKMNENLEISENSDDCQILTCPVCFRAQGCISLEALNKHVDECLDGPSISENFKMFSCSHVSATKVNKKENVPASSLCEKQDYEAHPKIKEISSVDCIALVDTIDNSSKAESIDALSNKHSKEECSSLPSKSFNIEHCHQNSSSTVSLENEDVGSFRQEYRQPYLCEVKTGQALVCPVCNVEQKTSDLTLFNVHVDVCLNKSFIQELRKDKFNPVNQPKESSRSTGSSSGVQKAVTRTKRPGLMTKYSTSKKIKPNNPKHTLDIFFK
#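 10 nM Pol kappa preincubated 15 min at room temperature with compounds, then reaction started with substrate at 50 nM final. Fluorescence read kinetically at 0 and 10 min; buffer-only wells served as negative control.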
# Pol iota inh: inhibitors of human DNA polymerase iota; Q9UNA4; Pol iota fluorescent replication assay, 10 min; Potency, µM (doses to about 115 µM), for inactives: at the top dose activity, negative = inhibition, actives largely listed as inhibitors; hit rate 1% among 390,000; AID 588590; further: potency means the concentration at half of the fitted maximal effect
#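 Pol iota at 10 nM preincubated 15 min with compounds at room temperature; reaction started with fluorescent substrate, 50 nM final. Fluorescence read kinetically at 0 and 10 min; buffer-only wells as negative control.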
# GRP78 ERSR act: induces the endoplasmic reticulum stress response in human glioma cells; U87-MG GRP78 promoter luciferase reporter, 16 h; hit rate 0.02% among 420,000; AID 602332; Potency, µM, without a hit: at the top dose activation, usual class: activators; further: potency means the concentration at half of the fitted maximal effect; series mostly up to about 76 µM; % of control where 0% means no effect; nearly all actives have a fitted effect of over 35% in size
#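 ERSR induction read as luciferase luminescence (Bright-Glo, 10 min at room temperature) in stably transfected human U87-MG glioma cells exposed to compounds for 16 h, using GRP78 as sensor.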
# Anesthetic bind: candidate novel general anesthetic via apoferritin binding; P02791; apoferritin/1-aminoanthracene competitive binding, fluorescence; Potency, µM (series often up to 77.5 µM), for the others: at the highest dose activity change, negative = displacement, most hits filed as inhibitors; hit rate 0.074% among 350,000; further: potency means the concentration at half of the fitted maximal effect; on the % scale 0 is the no-effect control and ±100 the full control effect; nearly all actives have a fitted effect of over 20% in size
# Target sequence (P02791 2-175 limits assumed): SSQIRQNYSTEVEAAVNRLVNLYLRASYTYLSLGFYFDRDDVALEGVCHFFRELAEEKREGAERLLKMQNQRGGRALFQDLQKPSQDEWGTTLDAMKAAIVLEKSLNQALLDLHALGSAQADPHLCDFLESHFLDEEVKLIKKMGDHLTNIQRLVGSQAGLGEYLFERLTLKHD
#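 10 uM apoferritin + 50% sat. 1-AMA, PBS; cpd 10 min RT; Ex380/Em535 endpoint; normalized to free probe vs complex; 4-param Hill fit; propofol titration as pos. ctrl.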
# Starred values were filed as active, the others as inactive; ? = inconclusive; / = not tested or not shown; & = joins results of further samples; [ ] = remark or other dose. Unless noted, the call rests on the fitted dose curve; in most records, active means well fitted curve in the direction sought with a large enough effect; inconclusive means small, poorly fitted or top-dose-only effect, or another doubt; inactive means no such curve, though single readings can be large; an effect the other way counts as inactive or inconclusive. An excerpt, so the mix of outcomes need not match the whole.
SMILES,BLM inh,LDHA inh,APE1 inh,Pol beta inh,Pol eta inh,Pol kappa inh,Pol iota inh,GRP78 ERSR act,Anesthetic bind
Fc1cccc(Cl)c1CNCCCSc1ncccn1,6%,-3,-9%,11%,2%,0%,-3%,1%,-9%
CC(C)CN(CCCNC(=O)CN1C(=O)COc2ccc(S(=O)(=O)N3CCC(C)CC3)cc21)CC(C)C,0%,-1,-7%,0%,-21%,3%,53%[activator],-4%,-6%
COc1ccc(Nc2nnc(-c3ccc(C)cc3)c3ccccc23)cc1C(=O)N1CCCCC1,-13%,-5,-3%,-2%,-9%,-18%,30%,-1%,40%[activator]
CCCNC(=O)c1noc2c1CCc1ccccc1-2,0%,2,-5%,3%,-12%,18%,11%,0%,8%
CN(C)C(=O)COC(=O)c1ccccc1Nc1ccc(SC(F)F)cc1,-7%,3,0%,6%,-11%,4%,-26%,-2%,98%[activator]
O=C(C[n+]1cc(Br)cc(Br)c1)c1ccc(Cl)cc1,1%,1,14%,-1%,-10%,-1%,1%,-1%,-14%
Cc1ccc(OCCN2C(=O)OC(C)(C)C2(C)O)cc1 (configuration not stated),-2%,4,-3%,36%,-8%,-2%,-6%,0%,-14%
Cc1onc(-c2ccccc2)c1C(=O)N/N=C(\N)COc1ccc(Cl)cc1,-2%,5,5%,-28%,-15%,-10%,0%,-5%,-18%
COc1ccc(NC(=O)CCN=C2NS(=O)(=O)c3ccccc32)cc1S(=O)(=O)N(C)C,/,1,-1%,/,-6%,-4%,-13%,4%,/
CCOc1ncccc1C(=O)OCC(=O)c1ccc(Cl)s1,-11%,0,2%,4%,3%,-14%,3%,-2%,?
CC(=O)NC1=NN(C(C)=O)C(c2ccccn2)S1 (configuration not stated),-2%,-6,11%,30%,0%,2%,-13%,-2%,-2%
O=C(Cn1ccc(NC(=O)OCc2ccccc2)nc1=O)NCCCc1ccccc1,/,1,34%,/,-4%,14%,-5%,-6%,/
CCC(C(=O)NCc1ccccc1OC)c1ccccc1 (configuration not stated),-3%,-10,?,10%,-4%,-11%,-12%,-1%,-16%
N#Cc1c(/N=C/c2cc3ccccc3s2)sc2c1CCC2,-8%,2,6%,-14%,11%,-20%,10%,0%,-10%
O=C(CNCCC1=CCCCC1)Nc1ccccc1N1CCCCC1,-1%,-12,4%,-18%,-17%,-11%,34%[activator],-2%,-3%
COc1ccc(C(=O)NNC(=O)C2(C)CC2(Br)Br)cc1 (configuration not stated),-3%,2,71%,22%,-5%,12%,2%,-2%,-23%
Cc1ccc(C(=O)N2CCN(c3ccc(NC(=O)CSc4ccc(Cl)cc4)cc3)CC2)cc1,-3%,-7,2%,16%,-7%,-24%,9%,-5%,-12%
CCCn1c(SCCc2ccccc2)nc2c1c(=O)[nH]c(=O)n2C,-1%,0&6,1%,26%,-6%,-14%,3%,-5%,-11%
COc1ccc(/C=N/NC(=S)NCCc2ccccc2)cc1,-8%,-3,-23%,1%,-10%,-15%,-26%,-2%,-12%
CC1(C)C(=O)Nc2ccccc2N1C(=O)COC(=O)c1cccnc1,/,3,-9%,/,?,-30%,28µM*,0%,/
O=C(Nc1cc(C(=O)Nc2ccc(S(=O)(=O)O)cc2)cc(C(=O)Nc2ccc(S(=O)(=O)O)cc2)c1)Nc1cc(C(=O)Nc2ccc(S(=O)(=O)O)cc2)cc(C(=O)Nc2ccc(S(=O)(=O)O)cc2)c1,-2%,/,?,/,/,?,/,-6%,9%
COc1ccc(/C=N/NC(=O)CNC(=O)c2ccc(S(=O)(=O)N3CCCC3)cc2)c(OC)c1,-6%,-5,-6%,16%,-17%,-20%,28%,-4%,-16%
CCCC(=O)N(c1ccc2oc(-c3ccccc3)c(C(=O)OCC)c2c1)S(=O)(=O)c1ccc(C)cc1,-4%,2,/,-1%,-15%,9%,18%,-3%,38%
N#CC(=Cc1ccc(O)c(O)c1)C(=O)NCc1ccccc1,/,15,/,/,/,-29%,71µM*,8%,/
COc1cccc(CNc2ncc(C(=O)Nc3cc(OC)c(OC)c(OC)c3)c(C)n2)c1,-6%,-1,-2%,-20%,?,-14%,61%[activator],1%,-13%

# As entered above:
# `O=C(Nc1cc(C(=O)Nc2ccc(S(=O)(=O)O)cc2)cc(C(=O)Nc2ccc(S(=O)(=O)O)cc2)c1)Nc1cc(C(=O)Nc2ccc(S(=O)(=O)O)cc2)cc(C(=O)Nc2ccc(S(=O)(=O)O)cc2)c1` in BLM inh has -2%
# `CC(=O)NC1=NN(C(C)=O)C(c2ccccn2)S1` (configuration not stated) in Pol eta inh has 0%

# More compounds follow:
SMILES,BLM inh,LDHA inh,APE1 inh,Pol beta inh,Pol eta inh,Pol kappa inh,Pol iota inh,GRP78 ERSR act,Anesthetic bind
Cc1cc(C)n(C(=O)c2ccc(S(=O)(=O)N3CCCC3)cc2)n1,-1%,-1,-5%,-21%,-18%,-8%,-1%,5%,2%
COc1nnc(-c2ccc(N3CCOCC3)c(NC(=O)C3CCCCC3)c2)c2ccccc12,-5%,1&-6,1%,37%,10%,-3%,3%,-4%,?
O=C(COC(=O)Cn1[nH]c(=O)c2ccccc2c1=O)NNC(=O)c1ccc(Br)cc1,/,1,27%,/,-25%,6%,12%,-3%,/
COc1ccc(/C=C(\NC(=O)c2ccc(C)cc2)C(=O)Nc2ccc(C(=O)O)cc2)cc1,4%,-3,3%,38%,-14%,-8%,90%[activator],-3%,1%
CCCC(C(=O)Nc1ccc2c(C)cc(=O)oc2c1)c1ccccc1 (configuration not stated),-8%,-19,8%,9%,-3%,-13%,18%,12%,-3%
Cc1ccccc1C1CC(c2cccs2)=NN1S(C)(=O)=O (configuration not stated),-9%,-6,-3%,4%,-1%,-15%,-40%,1%,-11%
COC(=O)c1cccnc1-n1c(=O)c2cccnc2n(Cc2cccc([N+](=O)[O-])c2)c1=O,4%,-3,-2%,3%,2%,6%,-13%,1%,-18%
Cc1cc(C)cc(NC(=O)COc2coc(CN3CCc4ccccc4C3)cc2=O)c1,/,-5,1%,/,-19%,-15%,40%[activator],-5%,/
CSc1nc(Oc2cccc(C(F)(F)F)c2)cc(C(F)(F)F)n1,1%,0,3%,44%,-13%,-14%,-5%,-1%,-4%
CCC1(c2ccccc2)NC(=O)N(Cc2cccc([N+](=O)[O-])c2)C1=O (configuration not stated),-2%,0,2%,9%,-11%,14%,-18%,-2%,?
COc1ccc(C(=O)NCc2ccc(-c3nc4ccccc4s3)cc2)cc1OC,1%,-3,-4%,0%,-15%,11%,-10%,-7%,4%
CCOC(=O)C1=C(C)N=C2c3ccccc3C(=O)C2C1c1ccccc1 (configuration not stated),-6%,2,-7%,29%,-8%,1%,?,-9%,-19%
CCOc1ccccc1NC(=O)CCc1c(C)nn(-c2ccc(N3CCCCC3)nn2)c1C,-2%&-2%,-2&-10,79%[activator],18%&-14%,-16%&-10%,-4%&-3%,46%&-1%[activator],-6%&-1%,6%&-7%
CCCOC(=O)CCCCC1SCC(NC(=O)OC)C1NC(=O)OC (configuration not stated),1%,1,3%,1%,-2%,-6%,-11%,-2%,-9%
N#Cc1ccccc1OCC(=O)NCCNC(=O)COc1ccccc1C#N,/,0,13%,/,-5%,-6%,-6%,-5%,/
Cc1cccc(CNc2cc(-c3ccccc3Cl)ncn2)c1,-6%,/,?,/,/,-1%[60.1 µM],/,3%,/

# Rewritten with two lines to a compound: part of the list above
# Every second line gives: BLM inh | LDHA inh | APE1 inh | Pol beta inh | Pol eta inh | Pol kappa inh | Pol iota inh | GRP78 ERSR act | Anesthetic bind
> Cc1ccccc1C1CC(c2cccs2)=NN1S(C)(=O)=O (configuration not stated)
→ -9% | -6 | -3% | 4% | -1% | -15% | -40% | 1% | -11%
> COC(=O)c1cccnc1-n1c(=O)c2cccnc2n(Cc2cccc([N+](=O)[O-])c2)c1=O
→ 4% | -3 | -2% | 3% | 2% | 6% | -13% | 1% | -18%
> Cc1cc(C)cc(NC(=O)COc2coc(CN3CCc4ccccc4C3)cc2=O)c1
→ / | -5 | 1% | / | -19% | -15% | 40%[activator] | -5% | /
> CSc1nc(Oc2cccc(C(F)(F)F)c2)cc(C(F)(F)F)n1
→ 1% | 0 | 3% | 44% | -13% | -14% | -5% | -1% | -4%
> CCC1(c2ccccc2)NC(=O)N(Cc2cccc([N+](=O)[O-])c2)C1=O (configuration not stated)
→ -2% | 0 | 2% | 9% | -11% | 14% | -18% | -2% | ?
> COc1ccc(C(=O)NCc2ccc(-c3nc4ccccc4s3)cc2)cc1OC
→ 1% | -3 | -4% | 0% | -15% | 11% | -10% | -7% | 4%
> CCOC(=O)C1=C(C)N=C2c3ccccc3C(=O)C2C1c1ccccc1 (configuration not stated)
→ -6% | 2 | -7% | 29% | -8% | 1% | ? | -9% | -19%
> CCOc1ccccc1NC(=O)CCc1c(C)nn(-c2ccc(N3CCCCC3)nn2)c1C
→ -2%&-2% | -2&-10 | 79%[activator] | 18%&-14% | -16%&-10% | -4%&-3% | 46%&-1%[activator] | -6%&-1% | 6%&-7%
> CCCOC(=O)CCCCC1SCC(NC(=O)OC)C1NC(=O)OC (configuration not stated)
→ 1% | 1 | 3% | 1% | -2% | -6% | -11% | -2% | -9%
> N#Cc1ccccc1OCC(=O)NCCNC(=O)COc1ccccc1C#N
→ / | 0 | 13% | / | -5% | -6% | -6% | -5% | /
> Cc1cccc(CNc2cc(-c3ccccc3Cl)ncn2)c1
→ -6% | / | ? | / | / | -1%[60.1 µM] | / | 3% | /
